Compound activity from PubChem BioAssay.
TexasRed fluor: counter-screen for TRb-SRC2 inhibitors: fluorescence interference; Potency, µM (titrated, usually from 106 µM), inactives show at the highest dose fluorescence change, negative = quenching; AID 1479; 280,000 compounds, 0.29% hits; TRb/SRC2 Texas Red total fluorescence interference; active = well fitted curve in either direction with a large enough effect; inconclusive = small, poorly fitted or top-dose-only effect; note: potency is the fitted concentration of half-maximal effect; % is set by controls: 0 for no effect and ±100 for the full control effect
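Flags fluorescent or light-absorbing compounds by total fluorescence, S + 2P, at 555 nm excitation and 632 nm emission. Mixture: 20 nM Texas Red SRC2 peptide, 0.6 uM human TRb LBD, 1 uM T3, 5% DMSO; compound exposure 5 h at ambient temperature.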
Tau fibril FP: tau fibrillization inhibition (FP); P10636; K18 P301L tau heparin fibrillization, Alexa594 FP, 6 h; Potency, µM (top dose mostly 57.7 µM), for inactives: at the top dose activity, negative = inhibition, usual class: inhibitors; 280,000 compounds, 0.39% hits; AID 1468; note: potency is the fitted concentration of half-maximal effect; % is set by controls: 0 for no effect and ±100 for the full control effect; nearly all actives have a fitted effect of over 55% in size
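Steps: dispense K18 P301L tau (15 uM plus 0.24 uM Alexa 594 tracer, final) in pH 7 sodium acetate; add compound; add heparin (20 uM final); incubate 6 hr, 37 C; add ThT (30 uM final); after 1 hr ambient, read FP.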
Tau fluor cs: counter-screen for tau fibril formation inhibitors; AID 1463; tau K18 P301L (four-repeat tau fragment) Alexa594 fluorescence, heparin fibrillization; 280,000 compounds, 0.93% hits; Potency, µM (titrated, usually from 57.7 µM), for inactives: at the top dose activity change, negative = decrease; note: potency is the fitted concentration of half-maximal effect; % is set by controls: 0 for no effect and ±100 for the full control effect; nearly all actives have a fitted effect of over 55% in size
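Human K18 P301L tau (15 uM unlabeled plus 0.24 uM Alexa 594-labeled, final) in 100 mM sodium acetate pH 7 was mixed with compound and 20 uM heparin and incubated 6 hr at 37 C.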
TRb SRC2 PPI: TRbeta-SRC2 interaction inhibition; P10828; TRbeta-SRC2 peptide binding, fluorescence polarization; receptor liganded with 1 µM T3; Potency, µM (series often up to 106 µM), inactives show top-dose activity change, negative = inhibition, hits mostly inhibitors; 280,000 compounds, 0.065% hits; AID 1469;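 note: potency is the fitted concentration of half-maximal effect; plate controls were bound peptide for no effect and peptide without receptor for full effect; nearly all actives have a fitted effect of over 50% in size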
Target sequence (P10828 whole entry, looked up): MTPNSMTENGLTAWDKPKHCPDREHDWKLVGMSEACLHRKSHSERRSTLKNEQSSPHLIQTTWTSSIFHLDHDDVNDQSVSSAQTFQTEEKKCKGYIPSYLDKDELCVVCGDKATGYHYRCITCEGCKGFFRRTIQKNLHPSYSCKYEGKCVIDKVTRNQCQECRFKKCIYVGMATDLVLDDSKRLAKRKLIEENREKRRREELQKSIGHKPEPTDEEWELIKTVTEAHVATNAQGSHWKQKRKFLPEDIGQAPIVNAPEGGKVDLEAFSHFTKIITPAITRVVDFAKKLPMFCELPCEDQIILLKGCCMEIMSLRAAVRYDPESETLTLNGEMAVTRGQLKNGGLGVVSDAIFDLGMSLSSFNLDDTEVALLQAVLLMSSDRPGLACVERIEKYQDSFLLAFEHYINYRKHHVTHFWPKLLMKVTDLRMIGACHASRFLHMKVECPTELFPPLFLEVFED
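Polarization signal, normalized between peptide-alone and full complex controls, measured compound effects on T3-liganded human TRb LBD (0.6 uM) binding 20 nM Texas Red SRC2 peptide after 5 hr.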
CBFb-RUNX1 inh: blocks binding between human CBF-beta and RUNX1; AlphaScreen CBFb-His/RUNX1-biotin binding, biochemical; Q01196+Q13951; Potency, µM (highest dose often 59.8 µM), for inactives: at the highest dose activity, negative = inhibition, usual class: inhibitors; 230,000 tested, under 10 active; note: % of control where 0% means no effect
Target sequence (Q01196 whole entry, looked up): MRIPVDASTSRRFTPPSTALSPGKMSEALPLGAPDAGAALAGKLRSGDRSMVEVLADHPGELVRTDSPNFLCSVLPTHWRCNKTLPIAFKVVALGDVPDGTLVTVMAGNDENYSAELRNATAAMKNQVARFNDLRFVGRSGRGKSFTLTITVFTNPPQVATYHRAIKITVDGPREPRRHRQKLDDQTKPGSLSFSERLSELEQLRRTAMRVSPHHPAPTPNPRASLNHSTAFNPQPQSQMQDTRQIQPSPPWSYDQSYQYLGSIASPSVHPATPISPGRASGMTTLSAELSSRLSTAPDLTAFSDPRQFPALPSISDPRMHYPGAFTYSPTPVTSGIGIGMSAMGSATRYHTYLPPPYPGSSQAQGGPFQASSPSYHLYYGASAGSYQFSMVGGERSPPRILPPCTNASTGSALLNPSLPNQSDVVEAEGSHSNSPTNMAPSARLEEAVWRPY
Target sequence (Q13951 whole entry, looked up): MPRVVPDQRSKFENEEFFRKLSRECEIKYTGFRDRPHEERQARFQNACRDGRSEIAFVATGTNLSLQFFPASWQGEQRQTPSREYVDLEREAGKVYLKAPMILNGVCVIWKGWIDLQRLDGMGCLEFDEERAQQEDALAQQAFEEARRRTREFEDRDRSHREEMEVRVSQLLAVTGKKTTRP
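Interaction loss through any mechanism counts as activity. Pre-formed complex of His-CBF-beta and biotin-RUNX1 (30 nM apiece) is incubated with compound 15 min, then with 50 ng nickel and 50 ng streptavidin beads for 90 min before AlphaScreen detection.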
GLA spleen mod: inhibits or activates alpha-galactosidase in human spleen homogenate. P06280. human spleen homogenate, 4MU-alpha-Gal fluorescence, 40 min. Potency, µM (doses to about 80 µM), for the others: at the highest dose activity change, negative = inhibition, actives largely listed as inhibitors. 240,000 compounds, 0.008% hits. AID 2107;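 note: potency is the fitted concentration of half-maximal effect; 0% = enzyme with vehicle and -100% = no enzyme basal signal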
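Inhibition or activation of alpha-galactosidase in human spleen homogenate is scored by 4-MU fluorescence after 40 min at 37C, pH 5.0, with 1 mM substrate. AC50s come from concentration-response fitted to the Hill equation.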
Epigenetic reg: regulators of epigenetic silencing causing reporter derepression in mouse cells; murine LDR cells, GFP reporter derepression, 30 h; Potency, µM (doses to about 53.9 µM), for the others: top-dose GFP activation, most hits filed as activators; 280,000 compounds, 0.2% hits; note: potency is the fitted concentration of half-maximal effect; % of control where 0% means no effect; nearly all actives have a fitted effect of over 60% in size
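Derepression of a silenced CMV-GFP reporter in murine LDR cells is scored by enumerating GFP-positive cells with a laser-scanning microplate cytometer after 30 hours of treatment at 37 C.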
NPSR antagonist: blocks cAMP signaling of the human neuropeptide S receptor | Q6W5P4 | CHO-NPSR cells, cAMP TR-FRET, antagonist mode | Potency, µM (doses to about 38.3 µM), inactives show at the highest dose activity change, negative = inhibition, usual class: inhibitors | 220,000 compounds, 1% hits | AID 1461; note: potency is the fitted concentration of half-maximal effect; % is set by controls: 0 for no effect and ±100 for the full control effect; nearly all actives have a fitted effect of over 50% in size; many of its hits are not listed in these tables
Numbers without * were called inactive; ? = inconclusive; nt = not tested or not shown; & = joins results of further samples; [ ] = another dose, or the depositor's remark. Unless noted, calls come from the whole dose curve; as a rule, active = well fitted curve in the direction sought with a large enough effect; inconclusive = small, poorly fitted or top-dose-only effect, or another doubt; inactive = no such curve, though single readings can be large; an effect the other way counts as inactive or inconclusive.

SMILES | TexasRed fluor | TRb SRC2 PPI | Epigenetic reg | NPSR antagonist | GLA spleen mod | Tau fluor cs | CBFb-RUNX1 inh | Tau fibril FP
O=C(COC(=O)c1cc(=O)[nH]c2ccccc12)NCc1cccs1 | 0% | -3% | -0.3% | -14% | -5% | -7% | 3% | 4%
COc1ccc(NC(=O)Cn2nc(-c3ccccc3)c3cnc4ccc(C)cc4c32)cc1 | -24% | 2% | ? | nt | nt | -4% | nt | -12%
Cc1ccc(S(=O)(=O)NCCC(=O)N2CCCCC2)cc1 | -4% | 3% | -1.0% | 3%[46.1 µM] | -1% | 1% | -1% | -5%
C=C1c2cccc(C(F)(F)F)c2O[C@H](C(=O)OCC)[C@@H]1CCC(C)C | 0% | -3% | 3.9% | nt | -2%[119 µM] | -2%[81.3 µM] | ? | 1%[81.3 µM]
Cc1cc(NC(=O)c2ccccc2)n(C(C)(C)C)n1 | -1% | -2% | 0.0% | -33% | 3% | -3% | 2% | -4%
C=CCn1c(SCCC)nc(O)cc1=O | 3% | -18% | -6.0% | -13%[46.1 µM] | 6% | 0% | 7% | 7%
CN(C)c1ccc(/C=N/NC(=O)C(O)(c2ccccc2)c2ccccc2)o1 | 5% | -3% | ? | -26%[46.1 µM] | -6% | -6% | -3% | -7%
COc1ccc(C(C)(C)C)cc1NC(=O)c1ccoc1C | -1% | 0% | -1.0% | -16%[46.1 µM] | -1% | -17% | 11% | 0%
Cc1cccc(NC(=O)N2CCN3CCCCC3C2)c1C (stereo not given) | -2% | 4% | -1.6% | nt | nt | -1% | nt | -4%
Cn1c(N)c(C(=O)c2ccc(C#N)cc2)c(=O)n(C)c1=O | -2% | 0% | 2.1% | 13% | 8% | -3% | 1% | 0%
Cc1ccc(Nc2c(-c3ccccn3)nc3cc(C)ccn23)cc1 | -2% | -5% | 1.1% | ? | 3% | -26% | nt | 9%
COc1ccc(CCN(Cc2ccccn2)C(=S)Nc2ccccc2Cl)cc1OC | -1% | 0% | 1.0% | -43% | -4% | -14% | -7% | 2%
COc1ccc(NC(=O)/C(Cl)=C(/Cl)S(=O)(=O)Cc2ccccc2)cn1 | 1% | -2% | 6.2% | 5µM* | 1% | -24% | 2% | ?
COc1ccc(Nc2ncnc3sc(-c4ccccc4)cc23)cc1OC | -10% | -2% | -0.9% | -8% | 0% | 14µM*[quencher] | 12% | ?
CC(=O)N1[C@H](C)C=C[C@]1(Cc1ccccc1)C(=O)O | 0%&-5% | -14%&4% | -1.1%&-1.0% | 14% | -9%&5% | -16%&-9% | -11%[2.36 µM] | 5%&7%
Cc1ccc2oc(=O)c3cc(C(=O)NCCCOC(C)C)sc3c2c1 | -1% | 2% | 0.0% | nt | nt | 6% | nt | -1%
CCN(CC)C(=O)Cn1cnc2sc(C(=O)N3CCN(c4ccc(F)cc4)CC3)c(C)c2c1=O | -3% | -7% | 4.7% | 6% | 1% | -10% | -8% | 0%
CN1CCN(c2nc(N3CCN(CCO)CC3)nc3ccccc23)CC1 | 0% | -7% | -1.7% | 3%[46.1 µM] | 8% | -1% | 4% | 0%
Cn1nc(C(=O)NCCOc2ccccc2)c2ccccc2c1=O | 1% | 0% | 0.0% | 11% | 4% | -12% | -5% | -3%
COc1cc(/C=C2\SC(=Nc3ccc(O)cc3)NC2=O)cc(OC)c1OC | -4% | 5% | -1.2% | -1% | 2% | -11% | 6% | -2%
CC1CCCN(Cc2c(O)ccc3c(=O)c(-c4ccccc4Cl)c(C(F)(F)F)oc23)C1 (stereo not given) | -3% | 7% | -0.3% | nt | nt | -2% | nt | -4%
COc1ccc([N+](=O)[O-])cc1NC(=S)NC(NC(C)=O)C(Cl)(Cl)Cl (stereo not given) | -1% | 0% | -0.6% | 15% | -6% | -7% | 8% | -1%
COc1cccc(NC(=O)CN(C)C(C)C(=O)Nc2ccc(C#N)cc2)c1 (stereo not given) | 0% | -2% | 2.3% | -21% | -4% | -20% | 0% | -8%
O=C(Nc1cccnc1)c1ccc2c(c1)C(=O)N(Cc1cccnc1)C2=O | -1% | -1% | -1.1% | -27%[46.1 µM] | -5% | 4% | 4% | 0%
CN1c2ccccc2N(C)C1(C)c1ccccc1 | -5% | -4% | 3.0% | -8% | -15% | 8% | -7% | 1%
CC(C)(C)NC(=O)NC(=O)CSc1nnc(COc2ccccc2Cl)o1 | 1% | 4% | 0.7% | -11%[46.1 µM] | 7% | -15% | 2% | 6%
COc1ccc(C)cc1NC(=O)CSc1ccc(Cl)cc1 | -3% | -1% | 0.0% | -19% | 7% | -26% | 14% | -7%
Cc1csc2nc(COC(=O)c3ccccc3NC(=O)COc3ccccc3F)cc(=O)n12 | -2% | 1% | -1.4% | nt | nt | -4% | nt | -1%
CCCCC1=C([O-])C2N=CC=CC2=[N+](c2ccccn2)C1=O (stereo not given) | -1% | -2% | 0.9% | 9% | -5% | 6% | 6% | 0%
CC(C)(CNS(=O)(=O)c1ccc(F)cc1)CNS(=O)(=O)c1ccc(F)cc1 | -1% | -12% | -2.1% | -3%[46.1 µM] | 3% | -6% | 8% | -7%

Four consecutive compounds already listed, quoted:
SMILES | TexasRed fluor | TRb SRC2 PPI | Epigenetic reg | NPSR antagonist | GLA spleen mod | Tau fluor cs | CBFb-RUNX1 inh | Tau fibril FP
COc1ccc([N+](=O)[O-])cc1NC(=S)NC(NC(C)=O)C(Cl)(Cl)Cl (stereo not given) | -1% | 0% | -0.6% | 15% | -6% | -7% | 8% | -1%
COc1cccc(NC(=O)CN(C)C(C)C(=O)Nc2ccc(C#N)cc2)c1 (stereo not given) | 0% | -2% | 2.3% | -21% | -4% | -20% | 0% | -8%
O=C(Nc1cccnc1)c1ccc2c(c1)C(=O)N(Cc1cccnc1)C2=O | -1% | -1% | -1.1% | -27%[46.1 µM] | -5% | 4% | 4% | 0%
CN1c2ccccc2N(C)C1(C)c1ccccc1 | -5% | -4% | 3.0% | -8% | -15% | 8% | -7% | 1%

Looked up by compound from the list above (three):
SMILES | TexasRed fluor | TRb SRC2 PPI | Epigenetic reg | NPSR antagonist | GLA spleen mod | Tau fluor cs | CBFb-RUNX1 inh | Tau fibril FP
Cc1ccc(Nc2c(-c3ccccn3)nc3cc(C)ccn23)cc1 | -2% | -5% | 1.1% | ? | 3% | -26% | nt | 9%
CC(=O)N1[C@H](C)C=C[C@]1(Cc1ccccc1)C(=O)O | 0%&-5% | -14%&4% | -1.1%&-1.0% | 14% | -9%&5% | -16%&-9% | -11%[2.36 µM] | 5%&7%
COc1ccc(NC(=O)Cn2nc(-c3ccccc3)c3cnc4ccc(C)cc4c32)cc1 | -24% | 2% | ? | nt | nt | -4% | nt | -12%

(continued)
SMILES | TexasRed fluor | TRb SRC2 PPI | Epigenetic reg | NPSR antagonist | GLA spleen mod | Tau fluor cs | CBFb-RUNX1 inh | Tau fibril FP
CCNC(=S)N1N=C2c3ccccc3CCC2C1c1ccc(F)cc1 (stereo not given) | 1% | 0% | 1.1% | ? | -9% | -28% | 2% | -13%
COc1ccc2c(C(=O)CN3CCN(c4ccccc4)CC3)c[nH]c2c1 | -4% | 0% | ? | -8%[46.1 µM] | 9% | -28% | -4% | 8%
O=C1OC(c2cccs2)=N/C1=C\c1ccc(-c2ccccc2Cl)o1 | 2% | -4% | 0.0% | 2%[46.1 µM] | -2% | -12% | -4% | -9%
COc1ccc(CCNC(=O)Cn2c(C)c3cnn(-c4ccccc4)c(=O)c3c2C)cc1OC | -2% | -3% | -2.1% | nt | nt | -12% | nt | 1%
COc1ccc(N(Cc2nnc3n2CCCCC3)C(=O)Nc2ccc(Cl)cc2)cc1Cl | -3% | 2% | 4.8% | nt | nt | -1% | nt | 6%
Cc1cc2c(cc1C)NC(c1cccnc1)C1=C(CC(C)(C)CC1=O)N2 (stereo not given) | -2% | 1% | 1.0% | 4% | -4% | -1% | 2% | 10%
COc1ccc(CNCCC(c2ccc(OC(C)C)cc2)C(C)C)cc1OC (stereo not given) | -1% | 6% | -1.1% | ? | 3% | -2% | 3% | 7%
COc1ccc(-c2cc(C(=O)NC(Cc3c[nH]c4ccccc34)C(=O)O)c(C)o2)cc1OC (stereo not given) | -1% | -4% | -1.5% | 14% | -4% | -13% | -4% | 1%
Cc1cc(NC(=O)CSc2nc(-c3ccccc3F)nc3c2c(=O)n(C)c(=O)n3C)no1 | 0% | -4% | ? | nt | nt | -5% | nt | ?
CCn1c(SCC(N)=O)nnc1C(C)C | -1% | -2% | 2.4% | 25% | 1% | -2% | -2% | 2%
C=CS(=O)(=O)c1sc(Cl)c(N2CCOCC2)c1[N+](=O)[O-] | -1% | -10% | 6.1% | ? | 3% | ? | 3% | -2%
O=C1CC(c2nnc(Cc3ccccc3Cl)o2)CN1c1ccccc1 (stereo not given) | -1% | -4% | 0.7% | nt | nt | -12% | nt | -4%
CC(C)[C@H](NC(N)=O)C(=O)Nc1cccc(S(=O)(=O)N2CCOCC2)c1 | -1% | -7% | -1.0% | 12% | -4% | 2% | -1% | -1%
Cc1cc(C(=O)CSc2nnnn2C)c(C)n1-c1cccc(F)c1 | 2% | -16% | -2.5% | -13%[46.1 µM] | -5% | 0% | -9% | 5%
CCOc1ccc(OCC(=O)N2CCOCC2)cc1 | 0% | 1% | -0.1% | -7%[46.1 µM] | -9% | 10% | 8% | 11%
O=C(O)C(Sc1ccncn1)c1ccccc1 (stereo not given) | -5% | -2% | -1.3% | 5% | 1% | 1% | 15% | 1%
N#Cc1nc(-c2ccccc2)oc1NCc1ccco1 | -4% | -17% | -0.8% | -3%[46.1 µM] | 5% | -19% | 11% | -14%
CC(=O)c1cccc(Nc2ccc(-c3ccccc3F)nn2)c1 | 0% | -2% | -2.2% | -4% | -13% | -24% | -4% | -1%
Cc1ccc(NC(=O)C(=O)Nc2ccc(C)cn2)nc1 | -3% | 2% | 1.1% | -5% | -1% | -7% | 10% | 3%
COc1cc(C(=O)NCc2cc(C)nc3ccccc23)cc(OC)c1OC | 2% | -2% | -2.3% | -16% | -1% | -8% | -2% | -10%

These rows are one share of the data; the hit share may differ from the screen's.
